BoNT A protease: blocks Botulinum neurotoxin A light chain protease. multiplex microsphere protease substrate cleavage, flow cytometry. inhibition, % at 10 µM. 360,000 compounds, 0.17% hits; further: plate controls were buffer without enzyme for full effect and enzyme alone for no effect
TcdB GH inh: TcdB glycohydrolase inhibition | P18177 | TcdB glycohydrolase enzymatic assay, plate reader | inhibition, % at 9.99 µM | 350,000 compounds, 0.24% hits | AID 652162; in the data active means inhibition above about 10%
FadD28 FP inh: M. tuberculosis FadD28 bisubstrate binding inhibition. FadD28 bisubstrate probe binding, fluorescence polarization. inhibition, % at 12.5 µM. 360,000 compounds, 0.22% hits. AID 588549; in the data active means inhibition above about 8.5%, passing the limit was not always enough; inconclusive means no clear call, values can overlap the other calls
PfHsp40 yeast: restores yeast growth despite PfHsp40 toxicity; S. cerevisiae expressing PfHsp40, growth rescue, ATP luminescence; growth rescue, % at 12.5 µM; 340,000 compounds, 0.68% hits; in the data active means growth rescue above about 28%, passing the limit was not always enough; inconclusive means no clear call, values can overlap the other calls;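 further: yeast W303a lacking pdr1 and pdr3 grown in galactose medium; growth measured after three days at 30 °C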
Anthrax LF inh2: anthrax lethal factor protease inhibition | multiplex microsphere protease cleavage assay, LF | inhibition, % at 10 µM | 360,000 compounds, 0.12% hits; further: plate controls were buffer without enzyme for full effect and enzyme alone for no effect
Y pestis TopoI: Y. pestis Topo-I inhibition via cleavage products; Y. pestis Topo-I cleavage product accumulation, plate reader; activity, % at 10 µM; 360,000 compounds, 0.064% hits; in the data active means activity above about 50%, passing the limit was not always enough; inconclusive means no clear call, values can overlap the other calls; further: inactives centre near 2
PrPC surface inh: cell surface PrPC inhibition, primary TR-FRET screen | 370,000 compounds, 0.43% hits | inhibition, % at 13.8 µM | TR-FRET read-out; in the data active means inhibition above about 24%; further: 0% = median of the test wells and 100% = reference compound wells
CCHF vOTU inh: CCHFV vOTU protease inhibition; 370,000 compounds, 0.55% hits; Pep-AMC fluorescence; inhibition, % at 11.5 µM; in the data active means inhibition above about 30%; further: 0% = vehicle wells with enzyme and 100% = no enzyme wells
BoNT F protease: blocks Botulinum neurotoxin F light chain protease. Multiplex microsphere protease cleavage assay, flow cytometry. inhibition, % at 10 µM. 360,000 compounds, 0.22% hits; in the data active means inhibition above about 35%, passing the limit was not always enough; inconclusive means no clear call, values can overlap the other calls; further: plate controls were buffer without enzyme for full effect and enzyme alone for no effect
The depositor's hits bear a star; ? = inconclusive; . = not tested or not shown. Unless noted, no stated cut-off is given here; in the data, active means inhibition above about 30%; inconclusive means no clear call, values can overlap the other calls; inactive means below that.

SMILES,Y pestis TopoI,FadD28 FP inh,Anthrax LF inh2,CCHF vOTU inh,PrPC surface inh,TcdB GH inh,BoNT F protease,BoNT A protease,PfHsp40 yeast
COc1ccc(OC)c(NC(=O)CCN2CCN(C)CC2)c1,-5,1.3,-2,-3,2,0.3,-15,0.1,-0.7
CCN(C(=O)COC(=O)c1ccc2[nH]c3c(c2c1)CCCC3)C1CCS(=O)(=O)C1 (stereo not given),21,1.7,-1,7,-3,2.3,-6,-0.4,2.2
CC(C)Oc1ccc(C(=O)NCc2cccs2)cc1,7,0.7,0,3,4,.,-2,?,3.5
CC(C)n1c(O)c(/C=C2\C=NN=C2c2ccccc2)sc1=S,-7,-1.4,2,-3,-2,-0.7,2,3.8,0.5
CN(CCOCCOc1ccc2ccccc2c1)Cc1ccccc1,13,-2.1,-3,-3,0,.,-7,-1.9,-0.3
CN(CCCn1cnc2c(OCc3ccccc3)ncnc21)Cc1ccco1,7,-2.0,-4,3,3,1.1,-8,-0.2,.
COc1ccc(Br)cc1/C=C/C(=O)Nc1ccc2ccccc2c1,-15,-2.8,-4,-1,4,0.8,-8,-0.5,0.4
CC1=NN2C(=N)/C(=C\c3cc(C)n(-c4cccc(C)c4)c3C)C(=O)N=C2S1,3,0.6,-2,4,-7,3.3,?,?,-1.7
OCC1OC(c2ccc(O)cc2O)C(O)C1O (stereo not given),.,.,-8,1,-2,1.2,-3,-0.6,.
O=C(c1cccc(Br)c1)N1CCN(S(=O)(=O)N2CCCCCC2)CC1,34,-0.9,1,-1,-4,1.1,-4,1.0,-1.6
CC(=O)OCC(OC(C)=O)C(OC(C)=O)C(OC(C)=O)C(=O)Nc1ccccc1 (stereo not given),?,-1.0,-5,-17,-4,-0.5,-1,0.1,-1.9
O=C(COc1ccc(S(=O)(=O)N2CCOCC2)cc1Cl)NC1CC1,2,.,-3,-12,5,0.5,-2,-0.6,-0.1
O=C(NC1(C(F)(F)F)N=C(c2ccccc2)NC1=O)c1ccccc1F (stereo not given),-7,-2.0,2,-16,13,.,1,0.1,-1.1
CC1(C)SC2c3ccccc3C(=O)N2C1C(=O)O (stereo not given),2,-2.7,-1,-3,7,0.2,-4,0.0,0.9
COc1cccc(-c2noc(C3CCCN(S(=O)(=O)c4cccc(Cl)c4C)C3)n2)c1 (stereo not given),-9,-2.2,-5,8,-3,.,-21,-1.6,0.8
COc1ccc(NCC(=O)N/N=C(\C)c2cc3ccccc3o2)cc1,6,-5.4,-9,-4,4,-3.5,-11,0.1,-0.1
CC(C)CNC(=O)COC(=O)c1ccc(F)cc1Cl,4,-1.6,-2,6,0,1.6,0,-0.2,-0.7
c1ccc(-c2nc(NC3CCCC3)c3ccccc3n2)cc1,1,-0.6,-3,5,7,-2.2,?,-1.5,-0.2
Cc1ccc2c(c1)N(CC(=O)NCc1ccco1)C(=O)CO2,11,-0.6,0,-11,7,.,-4,-1.7,-1.6
Cc1ccc(NC(=O)C2CCN(S(=O)(=O)c3cc([N+](=O)[O-])ccc3Cl)CC2)nc1,-7,2.1,.,1,-21,-1.1,.,.,0.6
CCOC(=O)c1c(NC(=O)CNCCO)sc(C)c1C,-8,-1.1,-2,3,5,.,-11,-0.2,-1.0
CN(C)/N=C1\C(=O)N(CN2CCN(c3ccccc3)CC2)c2ccccc21,-3,-0.4,13,8,-3,-5.3,7,1.0,-0.7
CCCC(=O)Nc1ccc(S(=O)(=O)N2CCOCC2)cc1,-3,-4.0,-3,-1,4,0.8,-2,0.0,-2.6
CC(C)Oc1ccc(F)cc1-c1cc(C(=O)NCc2ccc(C(F)(F)F)cc2)[nH]n1,13,-2.8,-2,15,-5,0.4,-6,0.6,.
CN(C(=O)c1ccc(NC(=O)Cc2cccc(NC(=O)C3CCCN(C(=O)c4ccccc4)C3)c2)cc1)C1CC1 (stereo not given),25,?,3,6,-7,-0.7,-5,-0.2,-0.5
Cc1cc(C)c(NC2=NCC(=O)N2C2CCCCC2)c(C)c1,3,-2.4,-3,0,0,.,-14,-0.6,-0.4
Cc1ccc(-n2ncc3c2CCCC3NC(=O)CCCN2CCCCC2=O)cc1C (stereo not given),25,-4.0,3,0,5,1.2,9,2.8,1.3
O=C(Nc1nc(-c2ccccn2)cs1)c1cccc(-n2cnnn2)c1,-8,-1.5,-6,4,18,1.4,-2,-2.5,0.1
CCC1CCCCN1C(=O)CSc1nnc(-c2ccc(OC)cc2)o1 (stereo not given),22,-0.6,-2,-2,10,2.0,4,0.2,1.7
Cc1ccc(OCC(=O)Nc2cc(S(=O)(=O)N3CCOCC3)ccc2Cl)c([N+](=O)[O-])n1,-4,-0.9,-1,-7,1,2.1,-4,-1.1,-0.2
Cc1ncc(N=Nc2ccccc2)c(-c2ccccc2)n1,-4,-1.4,-2,14,-4,.,0,-0.3,2.6
CC1CCCC(n2cnc3cc(C(=O)O)ccc32)C1C (stereo not given),4,-0.9,2,1,0,0.1,-1,0.1,-0.6
O=C(CCNC(=O)c1ccc([N+](=O)[O-])cc1)NC1CCCc2ccccc21 (stereo not given),5,-0.7,0,4,-30,-0.7,-5,-1.4,1.3
COC(=O)CN1C(=S)N(c2ccc(OC)cc2)C(=O)C1CC(=O)Nc1ccc(F)cc1 (stereo not given),-5,-0.9,1,-5,-3,0.2,6,0.6,1.2
CC(=O)Oc1ccc2ccccc2c1C(NC(=O)C(C)C)c1cccc([N+](=O)[O-])c1 (stereo not given),-9,-1.5,-5,-8,-3,0.6,-6,-0.5,-1.3
C=CCn1c(C)cc(C2=NNC(=NC(C)(C)C)SC2)c1C,-4,-3.0,-2,-6,3,0.1,-5,0.7,-1.0
CCOC(=O)N1CCN(C(=O)COc2ccccc2OC)CC1,4,-0.2,-3,-7,3,.,-17,-1.6,-0.7
CCCCn1c(N)c(N(CC(C)C)C(=O)c2ccc(-c3ccc([N+](=O)[O-])cc3)o2)c(=O)[nH]c1=O,5,-1.2,1,14,-11,0.0,8,-1.2,0.6
COc1cc(NC(=O)C(C)Oc2ccccc2)cc(OC)c1 (stereo not given),3,-1.9,-4,20,6,.,-1,0.3,1.6
FC(F)C(F)(F)Oc1cccc(Nc2nccn3c(-c4cccc5cccnc45)cnc23)c1,10,-2.6,6,8,7,1.0,-3,-0.3,.
COCCCNc1nc2ccccc2nc1NS(=O)(=O)c1cccc(Cl)c1,11,-0.6,-6,2,5,1.6,-3,-0.1,0.3
Cc1nc2c(sc(=S)n2Cc2ccco2)c(=O)n1CC(=O)Nc1ccccc1,-8,-2.6,-6,18,-2,1.8,-2,0.7,0.9
Cc1cc(=O)[nH]c2ccc(S(=O)(=O)Nc3ccc(O)cc3)cc12,-5,-2.5,-6,-1,8,7.1,11,-3.3,0.6
Cc1ccc(OCc2nnc(SCc3ccc(C#N)cc3)n2-c2ccc(C)cc2)cc1,-3,-1.7,-6,2,11,.,-7,-0.7,-0.7
Nc1ncc(Br)cc1S(=O)(=O)NCCC(=O)N1CCN(c2ccccc2)CC1,4,-0.9,3,10,6,2.2,-3,-2.0,-0.3
COc1ccc(-c2cn3cc(C(F)(F)F)cc(Cl)c3n2)cc1,3,-0.3,5,19,17,2.2,-3,0.1,7.4
COc1ccc(N2C(=O)CC(c3ccccc3)C2=O)cc1 (stereo not given),1,-0.3,-1,-7,5,0.0,4,-0.2,0.8
CCC1(c2ccccc2)NC(=O)N(CC(=O)Nc2cc(C(F)(F)F)ccc2N2CCCC2)C1=O (stereo not given),1,-0.8,4,8,-3,3.3,0,-1.3,-0.4
CCCNC(=O)c1nn2cc(Br)cnc2c1Br,1,-4.4,2,-14,-15,0.5,1,0.2,-1.7
CCN(CCCNC(=O)c1ccc(N2CCCC2=O)cc1)c1cccc(C)c1,30,-0.7,-8,6,0,.,-30,-1.8,0.1

The list continues:
SMILES,Y pestis TopoI,FadD28 FP inh,Anthrax LF inh2,CCHF vOTU inh,PrPC surface inh,TcdB GH inh,BoNT F protease,BoNT A protease,PfHsp40 yeast
C/C(CC1(O)C(=O)N(C)c2ccccc21)=N\O (stereo not given),1,-3.5,1,-1,-1,.,-6,0.0,-1.2
O=C(C1CCN(S(=O)(=O)N2CCCC2)CC1)N1CCCCC1,-10,-0.9,-4,5,6,.,-22,-2.1,0.2
COc1c(S(=O)(=O)NCCN2CCOCC2)ccc(Cl)c1Cl,0,0.1,-8,1,-9,.,6,0.4,7.7
CC(=O)c1cn(CC(=O)Nc2c(C)cccc2C)c2ccccc12,3,-2.5,2,-8,17,.,-2,0.5,1.5
C/C=C/C(=O)OCC(=O)NC(=O)NC(C)C,4,-3.0,4,2,-2,.,?,1.4,0.1
Nc1nonc1C(=O)N/N=C/c1cccc([N+](=O)[O-])c1,-1,-2.9,-3,9,-6,0.5,7,1.3,-1.2
COC(=O)C1=C(C)OC(N)=C(C#N)C1c1cc(OC)c(OCC(N)=O)cc1Cl (stereo not given),2,-0.5,1,-4,0,.,-4,?,-0.7
CCOC(=O)CC(NC(=O)CCS(=O)(=O)c1ccc2c(c1)n(C)c(=O)c(=O)n2C)c1ccc(C)cc1 (stereo not given),8,-2.4,2,-22,5,-1.3,11,1.6,0.9
O=C(c1cccc(C(F)(F)F)c1)N1CCC(O)(CS(=O)(=O)Cc2ccccc2)CC1,0,-0.2,-2,-4,8,.,1,0.3,0.6
O=C(Cc1ccc(-c2ccccc2)cc1)NCCN1CCOCC1,8,0.9,-1,-2,8,.,18,-0.4,-0.7

4 compounds picked at random from the list so far:
SMILES,Y pestis TopoI,FadD28 FP inh,Anthrax LF inh2,CCHF vOTU inh,PrPC surface inh,TcdB GH inh,BoNT F protease,BoNT A protease,PfHsp40 yeast
O=C(Cc1ccc(-c2ccccc2)cc1)NCCN1CCOCC1,8,0.9,-1,-2,8,.,18,-0.4,-0.7
O=C(c1cccc(C(F)(F)F)c1)N1CCC(O)(CS(=O)(=O)Cc2ccccc2)CC1,0,-0.2,-2,-4,8,.,1,0.3,0.6
COc1c(S(=O)(=O)NCCN2CCOCC2)ccc(Cl)c1Cl,0,0.1,-8,1,-9,.,6,0.4,7.7
CCOC(=O)CC(NC(=O)CCS(=O)(=O)c1ccc2c(c1)n(C)c(=O)c(=O)n2C)c1ccc(C)cc1 (stereo not given),8,-2.4,2,-22,5,-1.3,11,1.6,0.9

More compounds
SMILES,Y pestis TopoI,FadD28 FP inh,Anthrax LF inh2,CCHF vOTU inh,PrPC surface inh,TcdB GH inh,BoNT F protease,BoNT A protease,PfHsp40 yeast
CCN(CC)CC(=O)Nc1cccc(S(=O)(=O)N2CCCC2)c1,5,1.4,-8,18,4,0.0,2,-0.8,-1.0
CC(Sc1nc(N)cc(N)n1)C(=O)Nc1ccc(N2CCOCC2)cc1 (stereo not given),-10,0.4,4,2,-1,0.0,-2,-0.8,-0.3
CCOc1ccc(S(=O)(=O)N2Cc3ccccc3CC2C(=O)O)cc1 (stereo not given),-9,-2.2,-4,-3,-1,1.3,7,0.2,-1.0
COc1ccc(S(=O)(=O)N2Cc3ccccc3CC2C(=O)O)cc1 (stereo not given),14,-0.7,2,-1,-2,0.5,-6,1.2,0.0
O=C(CCC(=O)N1CCN(c2ccccc2F)CC1)c1ccc(Cl)s1,11,-2.1,3,9,-2,-0.3,-1,-2.1,1.0
Nn1c(=O)[nH]c2c([nH]c3ccccc32)c1=O,4,-5.0,-1,-5,-3,-0.5,2,-0.6,-0.1
CC(/C=N/NC(=O)C(O)c1ccccc1)=C\c1ccccc1 (stereo not given),5,-0.8,-1,-9,-6,1.9,-4,0.3,0.1
Cc1cccc2nc(Cn3c(=O)n(CCC(=O)NCc4ccco4)c(=O)c4sccc43)cc(=O)n12,0,-1.1,-2,-4,2,.,9,9.9,-0.4
c1ccc(CC(Cc2ccccc2)c2ccccn2)cc1,23,-4.4,2,6,2,-0.4,-8,0.1,-0.5
CCOC(=O)[C@H]1[C@H]2COc3ccc(Cl)cc3[C@@H]2N2C(=O)c3cc(F)c(F)cc3NC(=O)[C@@]12C,12,-4.6,5,-10,12,1.9,0,-0.2,3.9
Cc1cc(NC(=O)c2cc3nc(C4CC4)cc(C(F)(F)F)n3n2)no1,6,1.5,-12,5,-4,.,4,0.7,0.7

Compound activity deposited in PubChem BioAssay by several laboratories.
